Vif-A3F inh – blocks the Vif interaction with APOBEC3F; actives 0.2% (n = 390,000); Potency, µM (top dose mostly 46.1 µM), inactives show at the top dose activity, negative = active; HeLa A3F-eYFP + Vif (tagged APOBEC3F with the HIV-1 protein that degrades it), YFP fluorescence increase; note: % of control where 0% means no effect; nearly all actives have a fitted effect of over 65% in size
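Fluorescence increase (Ex 488/Em 500-530) after overnight compound treatment at 37 deg C flags inhibition of Vif-driven A3F-eYFP loss in stable HeLa A3F-eYFP/Vif cells seeded overnight beforehand.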
12-LOX inh – blocks human arachidonate 12S-lipoxygenase; P18054; purified 12hLO, xylenol orange hydroperoxide absorbance; Potency, µM (series often up to 108 µM), without a hit: at the top dose activity change, negative = inhibition, hits mostly inhibitors; actives 1.1% (n = 580,000); AID 1671190; note: % is set by controls: 0 for no effect and ±100 for the full control effect
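Hydroperoxide product was detected by ferrous iron/xylenol orange as the 573 to 405 nm absorbance ratio. Arachidonic acid at 40 uM (final) was turned over for 30 min at room temperature by 150 nM human 12hLO, pH 7.0 Hepes buffer, after 15 min compound preincubation.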
TrxR1 substrate – substrates of rat thioredoxin reductase 1; O89049; purified TrxR1 substrate turnover, NADPH consumption readout; actives 0.01% (n = 390,000); Potency, µM (top dose mostly 114 µM), for inactives: at the top dose activity change, negative = substrate turnover; note: % is set by controls: 0 for no effect and ±100 for the full control effect; nearly all actives have a fitted effect of over 50% in size
Target sequence (O89049 whole entry, looked up): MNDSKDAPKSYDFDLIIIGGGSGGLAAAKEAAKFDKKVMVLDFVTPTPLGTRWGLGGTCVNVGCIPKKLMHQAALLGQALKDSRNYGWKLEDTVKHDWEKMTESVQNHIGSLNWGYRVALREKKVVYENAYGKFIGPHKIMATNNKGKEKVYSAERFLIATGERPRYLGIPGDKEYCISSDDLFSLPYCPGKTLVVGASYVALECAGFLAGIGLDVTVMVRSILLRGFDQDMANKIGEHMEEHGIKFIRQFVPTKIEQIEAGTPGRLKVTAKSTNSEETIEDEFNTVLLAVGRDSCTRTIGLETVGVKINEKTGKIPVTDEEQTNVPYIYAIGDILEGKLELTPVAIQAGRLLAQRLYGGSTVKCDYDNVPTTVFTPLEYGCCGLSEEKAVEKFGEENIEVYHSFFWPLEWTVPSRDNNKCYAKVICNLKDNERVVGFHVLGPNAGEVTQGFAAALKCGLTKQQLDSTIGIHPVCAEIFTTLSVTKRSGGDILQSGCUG
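Rat TrxR1, dispensed at 90 nM, was prereduced with 400 uM NADPH (final) for 5 min at ~22 deg C, then incubated with compound 15 min before 400 uM selenite. A first-read NADPH fluorescence drop versus no-compound background flagged substrates.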
Vif-A3G inh – Vif-A3G binding inhibition | Potency, µM (doses to about 46.1 µM), for the others: top-dose activity, negative = active, hits mostly inhibitors | AID 602310 | actives 0.076% (n = 410,000) | HeLa A3G-eYFP + Vif (tagged APOBEC3G with the HIV-1 protein that degrades it), YFP fluorescence, overnight;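 note: % is set by controls: 0 for no effect and ±100 for the full control effect; nearly all actives have a fitted effect of over 60% in size; hits raise eYFP signal because A3G escapes Vif-driven loss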
Target sequence (Q9HC16 whole entry, looked up): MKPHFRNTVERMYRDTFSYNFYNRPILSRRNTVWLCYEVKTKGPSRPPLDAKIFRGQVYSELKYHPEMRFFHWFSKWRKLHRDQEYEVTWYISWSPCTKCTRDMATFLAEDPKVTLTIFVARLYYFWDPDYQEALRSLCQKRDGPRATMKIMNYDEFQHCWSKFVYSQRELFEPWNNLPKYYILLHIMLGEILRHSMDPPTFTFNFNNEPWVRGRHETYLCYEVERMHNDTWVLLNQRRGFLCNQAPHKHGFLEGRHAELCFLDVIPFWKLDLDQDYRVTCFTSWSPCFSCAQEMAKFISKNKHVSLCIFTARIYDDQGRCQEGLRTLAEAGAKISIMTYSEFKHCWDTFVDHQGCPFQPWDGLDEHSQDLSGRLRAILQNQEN
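HeLa cells stably expressing Vif and C-terminally eYFP-tagged A3G, seeded overnight at 37 deg C, then exposed to compound by pintool overnight at 37 deg C. Rise in yellow fluorescence (Ex 488/Em 500-530, Acumen) marks blocked Vif-driven A3G degradation.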
TrxR1 inh – rat TrxR1 inhibition; recombinant rTrxR1, NADPH fluorescence consumption, selenite substrate; O89049; actives 1% (n = 390,000); Potency, µM (top dose mostly 114 µM), for inactives: at the highest dose activity change, negative = inhibition, actives largely listed as inhibitors; note: % is set by controls: 0 for no effect and ±100 for the full control effect; nearly all actives have a fitted effect of over 65% in size
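Rat TrxR1 (90 nM in the dispensed reagent) was pre-reduced with 400 uM NADPH for 5 min at room temperature, then incubated with compound for 15 min. After 400 uM selenite was added, NADPH fluorescence (Ex 340/Em 450 nm) was followed for 8 min.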
USP1-UAF1 inh – blocks the human USP1/UAF1 deubiquitinase complex | actives 0.23% (n = 390,000) | recombinant USP1/UAF1, Ub-Rhodamine cleavage fluorescence | O94782 | Potency, µM (titrated, usually from 57.1 µM), inactives show top-dose activity change, negative = inhibition, usual class: inhibitors | AID 743255; note: % is set by controls: 0 for no effect and ±100 for the full control effect; nearly all actives have a fitted effect of over 60% in size; inactives centre near -12
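USP1/UAF1 complex at 1 nM was preincubated with compound for 15 min at room temperature, then Ub-Rho substrate (150nM final) was added. Fluorescence (480/540 nm) was read kinetically, 6 reads every 60 seconds.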
IDH1 R132H inh – blocks human mutant IDH1 R132H enzyme. O75874. IDH1-R132H enzyme, NADPH consumption, diaphorase/resazurin fluorescence. Potency, µM (highest dose often 76.6 µM), for inactives: at the top dose activity change, negative = inhibition, usual class: inhibitors. actives 0.093% (n = 390,000); note: % is set by controls: 0 for no effect and ±100 for the full control effect; nearly all actives have a fitted effect of over 65% in size
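IDH1-R132H (0.5 ug/mL dispensed) in pH 7.5 Tris buffer was preincubated 30 min with compound, then given a substrate mix of 0.016 mM NADPH and 2 mM alpha-KG for 80 min at room temperature; remaining NADPH was read by diaphorase/resazurin fluorescence.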
RGS4 inh – blocks human RGS4-accelerated GTP hydrolysis. P49798. Transcreener GDP fluorescence polarization, RGS4-accelerated GTP hydrolysis. Potency, µM (highest dose often 114 µM), for the others: at the top dose activity change, negative = inhibition, usual class: inhibitors. actives 0.039% (n = 390,000). AID 504845; note: % is set by controls: 0 for no effect and ±100 for the full control effect; nearly all actives have a fitted effect of over 75% in size; some results filed as inactive show a strong effect at the top dose
Target sequence (P49798 whole entry, looked up): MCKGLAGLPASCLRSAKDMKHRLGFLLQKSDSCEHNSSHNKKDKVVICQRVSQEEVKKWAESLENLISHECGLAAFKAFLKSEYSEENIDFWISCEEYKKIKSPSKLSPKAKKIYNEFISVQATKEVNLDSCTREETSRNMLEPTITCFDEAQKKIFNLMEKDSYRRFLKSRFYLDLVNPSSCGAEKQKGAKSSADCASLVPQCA
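MLSMR compounds (23 nl, pin-transferred) preincubated 10 min at room temperature with a 500nM (2x) first reagent, then RGS4 at 900nM (2x) plus Transcreener GDP mix added; fluorescence polarization (620/688 nm) read before and after 90 min at 30 °C.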
RXFP1 ag – activates the human relaxin receptor RXFP1 | actives 0.3% (n = 370,000) | Q9HBX9 | Potency, µM (series often up to 57.5 µM), inactives show top-dose activation, actives largely listed as activators | HEK293T-RXFP1 cAMP TR-FRET, 30 min; response scale: percent of porcine relaxin response, buffer zero | AID 2676; note: % is set by controls: 0 for no effect and ±100 for the full control effect; nearly all actives have a fitted effect of over 60% in size; many of its hits are not listed in these tables
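Agonist response is measured as cAMP accumulation in an RXFP1-transfected HEK293T line under PDE4 inhibition. Values are scaled between buffer-only and 29 nM porcine relaxin, and EC50s come from standard Hill equation fits.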
* = called active by the depositor; u = inconclusive; x = not tested or not shown; [ ] = remark or other dose. Calls come from the whole dose curve; as a rule, active = well fitted curve in the direction sought with a large enough effect; inconclusive = small, poorly fitted or top-dose-only effect, or another doubt; inactive = no such curve, though single readings can be large; an effect the other way counts as inactive or inconclusive. Potency is the fitted concentration of half-maximal effect. The list is partial; count on the stated rates, not on these rows.

SMILES | Vif-A3F inh | 12-LOX inh | TrxR1 substrate | Vif-A3G inh | TrxR1 inh | USP1-UAF1 inh | IDH1 R132H inh | RGS4 inh | RXFP1 ag
Cc1ccc(CNC(=O)c2ccc3c(c2)N(Cc2cccc(C)c2)C(=O)CS3)cc1 | 1% | -2% | 8% | -6% | 10% | -21% | 1% | 6% | 4.2%
CCCCn1c2ccccc2c2nnc(SCC(=O)Nc3ccc(NC(C)=O)cc3)nc21 | -9% | u | -6% | -5% | -5% | u | 7% | u | 0.7%
COc1ccc(OC)c(NC(=O)N(C)CCc2c(C)nn(C)c2C)c1 | -5% | -13% | 3%[57.1 µM] | 2% | 10%[57.1 µM] | -22% | -6% | 6% | -1.9%
O=C(NCc1cccnc1)C1CCCN(S(=O)(=O)c2ccc(Cl)cc2)C1 (stereo not given) | -3% | 9% | -11% | 2% | -11% | 2% | 3% | -21% | 0.2%
O=C(CCNC(=O)C1CCN(S(=O)(=O)c2ccc(F)cc2)CC1)NCc1ccccc1 | 2% | 1% | 5% | -5% | 25% | -29% | -7% | 7% | 0.1%
Cc1ccc(NC(=O)Cn2c(=O)n(CCCCC(=O)NCc3ccccc3Cl)c(=O)c3ccccc32)cc1C | -3% | u | 5% | -3% | 21% | -5% | -5% | -4% | -0.7%
O=C(COC(=O)CNC(=O)c1ccc(Br)cc1)Nc1nnc(-c2ccccc2)o1 | -13% | -4% | 5%[57.1 µM] | -2% | 1%[11.4 µM] | -2% | 0% | 0% | -1.0%
COc1ccc(C2C(C#N)=C(N)Oc3cc4c(cc32)OCO4)cc1 (stereo not given) | -7% | 13µM* | 7% | -12% | -11% | -9% | 0% | 7% | -0.6%
COc1ccccc1CNC(=O)Cn1c(=O)oc2cc(S(=O)(=O)N3CCC(C)CC3)ccc21 | 0% | -19% | -3% | -20% | 0% | u | 16% | 27% | 2.3%
CCOC(=O)N1CCC(NC(=O)C2CCN(C(=O)N3CCOc4ccccc43)CC2)CC1 | x | 30%[activator] | 1% | 2% | 5% | -8% | -4% | 12% | 1.2%

Record cards, as listed above:
Entry for `Cc1ccc(CNC(=O)c2ccc3c(c2)N(Cc2cccc(C)c2)C(=O)CS3)cc1` : Vif-A3F inh = 1%; 12-LOX inh = -2%; TrxR1 substrate = 8%; Vif-A3G inh = -6%; TrxR1 inh = 10%; USP1-UAF1 inh = -21%; IDH1 R132H inh = 1%; RGS4 inh = 6%; RXFP1 ag = 4.2%
Entry for `O=C(COC(=O)CNC(=O)c1ccc(Br)cc1)Nc1nnc(-c2ccccc2)o1` : Vif-A3F inh = -13%; 12-LOX inh = -4%; TrxR1 substrate = 5%[57.1 µM]; Vif-A3G inh = -2%; TrxR1 inh = 1%[11.4 µM]; USP1-UAF1 inh = -2%; IDH1 R132H inh = 0%; RGS4 inh = 0%; RXFP1 ag = -1.0%

10 entries from above in a different format.
SMILES	Vif-A3F inh	12-LOX inh	TrxR1 substrate	Vif-A3G inh	TrxR1 inh	USP1-UAF1 inh	IDH1 R132H inh	RGS4 inh	RXFP1 ag
Cc1ccc(CNC(=O)c2ccc3c(c2)N(Cc2cccc(C)c2)C(=O)CS3)cc1	1%	-2%	8%	-6%	10%	-21%	1%	6%	4.2%
CCCCn1c2ccccc2c2nnc(SCC(=O)Nc3ccc(NC(C)=O)cc3)nc21	-9%	u	-6%	-5%	-5%	u	7%	u	0.7%
COc1ccc(OC)c(NC(=O)N(C)CCc2c(C)nn(C)c2C)c1	-5%	-13%	3%[57.1 µM]	2%	10%[57.1 µM]	-22%	-6%	6%	-1.9%
O=C(NCc1cccnc1)C1CCCN(S(=O)(=O)c2ccc(Cl)cc2)C1 (stereo not given)	-3%	9%	-11%	2%	-11%	2%	3%	-21%	0.2%
O=C(CCNC(=O)C1CCN(S(=O)(=O)c2ccc(F)cc2)CC1)NCc1ccccc1	2%	1%	5%	-5%	25%	-29%	-7%	7%	0.1%
Cc1ccc(NC(=O)Cn2c(=O)n(CCCCC(=O)NCc3ccccc3Cl)c(=O)c3ccccc32)cc1C	-3%	u	5%	-3%	21%	-5%	-5%	-4%	-0.7%
O=C(COC(=O)CNC(=O)c1ccc(Br)cc1)Nc1nnc(-c2ccccc2)o1	-13%	-4%	5%[57.1 µM]	-2%	1%[11.4 µM]	-2%	0%	0%	-1.0%
COc1ccc(C2C(C#N)=C(N)Oc3cc4c(cc32)OCO4)cc1 (stereo not given)	-7%	13µM*	7%	-12%	-11%	-9%	0%	7%	-0.6%
COc1ccccc1CNC(=O)Cn1c(=O)oc2cc(S(=O)(=O)N3CCC(C)CC3)ccc21	0%	-19%	-3%	-20%	0%	u	16%	27%	2.3%
CCOC(=O)N1CCC(NC(=O)C2CCN(C(=O)N3CCOc4ccccc43)CC2)CC1	x	30%[activator]	1%	2%	5%	-8%	-4%	12%	1.2%

The list continues.
SMILES | Vif-A3F inh | 12-LOX inh | TrxR1 substrate | Vif-A3G inh | TrxR1 inh | USP1-UAF1 inh | IDH1 R132H inh | RGS4 inh | RXFP1 ag
CCOC(=O)/C(C#N)=C/Nc1cc(C(=O)OCC)cc2c(OC)c(OC)ccc12 | 2% | -20% | 55%[activator] | 1% | -4% | -5% | 5% | -1% | 0.3%
CC1CCCN(CCCNC(=O)C2CC(=O)N(CCc3ccccc3)C2)C1 (stereo not given) | 3% | -20% | 4%[57.1 µM] | -2% | 23%[57.1 µM] | -21% | -4% | -4%[56.9 µM] | -0.1%
Cc1ccc(SCc2ccc(C(=O)NCc3cccnc3)cc2)cc1 | 0% | 5% | -14% | 2% | -12% | -7% | 1% | -3% | -1.3%
Cc1ccnc(N2CCCC(C(=O)Nc3nnc(C)s3)C2)n1 (stereo not given) | -5% | 10% | 14% | -1% | 21% | -5% | 5% | -1% | 0.5%
O=C(Cc1cccs1)N/N=C/C(Br)=C/c1ccccc1 | -6% | 19% | 4% | 1% | 3% | -8% | -2% | 39% | 0.1%
COC(=O)c1ccc2c(c1)N(C)CCS2 | 6% | 1%[57.4 µM] | 11%[57.1 µM] | -7% | -6%[57.1 µM] | u | -5% | -4% | 5.9%
CCCCC1(CC(=O)OCC)C(=O)N(c2ccccc2)N(c2ccccc2)C1=O | 16% | 11% | -13% | 0% | -5% | -15% | 1% | 17% | 3.8%
C/C(=N\NC(=O)c1c(Br)c(C)nn1C)c1cccc(NC(=O)C2CCC2)c1 | 9% | -10% | -9%[57.1 µM] | 0% | 9%[57.1 µM] | -21% | 2% | 9%[11.4 µM] | 0.9%
NC(=S)NN=C1c2ccccc2-c2ccccc21 | u | 35µM* | -7% | 8% | -3% | -11% | 4% | -39% | 3.1%
CSc1ccc(/C=N/n2c(C)cc(C)cc2=O)cc1 | -2% | 0% | -6% | 0% | 2% | -18% | 9% | -10% | 0.2%
COc1ccc(/C(O)=C(\C#N)c2nc3ccccc3n2C)cc1OC | -4% | 23% | -8% | -5% | 4% | 1% | 11% | 17% | 1.8%
CN1C(=O)c2ccc(NC(=O)C3CCCCC3)cc2C1=O | -7% | 18% | 52%[activator] | 1% | 9% | 1% | -3% | 15% | 1.9%
CNC(=S)/N=C(/Nc1ccccc1)c1ccccc1 | -14% | u | u | -6% | u | -27% | 6% | 9% | -1.0%
Cc1ccc(S(=O)(=O)CCc2nnc(NC(=O)C3CCCCC3)s2)cc1 | 2% | 7% | 8% | -1% | 26% | -9% | 6% | 4%[11.4 µM] | 0.7%
COc1ccccc1CNc1nc(-c2ccco2)nn1C(=O)c1ccccc1[N+](=O)[O-] | -8% | u | 1% | -5% | -4% | -17% | 0% | 13% | -0.7%
C[C@H](NC(=O)c1[nH]cnc1C(=O)Nc1ccccc1)C(=O)OC(C)(C)C | 2% | 3% | 1%[57.1 µM] | 0% | -6%[57.1 µM] | 22% | 0% | 4% | 0.4%
CN1CCN(c2nc(-c3ccc(Cl)cc3)nc3ccccc23)CC1 | -4% | 70%[activator] | 12%[57.1 µM] | 1% | 8%[57.1 µM] | -20% | 6% | -8% | 0.9%
Cc1ccc(NC(=O)CN2CCOCC2)cc1S(=O)(=O)N1CCCCC1 | -13% | -1% | -7% | 0% | -9% | -6% | -5% | 3% | x
Cc1cc(C)nc(SC2c3cccc4cccc(c34)C2NS(=O)(=O)c2ccccc2)n1 (stereo not given) | 9% | -17% | -17% | 0% | -11% | -10% | 4% | -6% | 0.1%
O=C(NCC1CCCN(C(=O)c2cccnc2)C1)c1ccc(-c2ccccc2)cc1 (stereo not given) | -9% | -1% | 2% | 1% | 18% | -19% | -8% | 39% | -0.9%
CC(C)(Oc1ccc(Cl)cc1)C(=O)Nc1nc2ccc(S(C)(=O)=O)cc2s1 | 3% | -28% | -8% | -1% | 16% | -13% | -7% | -33% | 0.5%
COc1ccccc1NC(=O)Nc1nc(CC(=O)NCc2ccc(F)cc2)cs1 | 6% | -27% | -7% | -17% | 2% | -7% | 5% | -7% | -1.5%
CC1=Nc2ccccc2/C1=C\c1nc(-c2ccc(F)cc2)oc1O | -9% | -16% | -2% | 3% | 9% | 28µM* | -2% | -30% | 0.3%
COCC(C)n1c(SCc2ccc(C(=O)OC)o2)nc2ccccc2c1=O (stereo not given) | -3% | -10% | -13% | -7% | -9% | u | 2% | -19% | 1.1%
CCCCCn1cc2c(c1-c1ccccc1Br)c(=O)n(C)c(=O)n2C | 14% | u | -2% | -2% | 13% | -23% | 14% | 0% | 1.2%
O=C(Nc1nccs1)c1ccc(COc2c(F)c(F)cc(F)c2F)o1 | 2% | 14% | 7% | 4% | 26% | -21% | 2% | 0% | 0.7%

High-throughput results as filed in PubChem.
